Bioassay records as filed in PubChem.
HCV core dimer – blocks dimerization of HCV core protein; TR-FRET GST/Flag-core106 dimerization, 1536-well; 300,000 tested, 0.33% active; AID 1899; inhibition, % at 5 µM;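 active means inhibition above the mean of all tested compounds plus 3 SD, set per screening campaign, cut at about 45% in these data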
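Material: GST/Flag-tagged HCV core106 proteins. Incubation: 4 h, 22.5 °C incubation. Read-out basis: inhibition (%) from 671 over 617 nm ratio. Measured by: TR-FRET, excitation 340 nm, emission 617 and 671 nm.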
Fh CTSL1 inh – blocks F. hepatica cathepsin L1 in PFM18AAP counter-screen; recombinant F. hepatica cathepsin L1, Z-Leu-Arg-MCA fluorescence; inhibition, % at 5.96 µM; 300,000 tested, 0.49% active; AID 1906;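 active means inhibition above the mean of all tested compounds plus 3 SD, set per screening campaign, cut at about 17% in these data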;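 further: 0% = plate median of test compound wells and 100% = 1 µM Z-Phe-Ala-diazomethylketone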
TPT1 inh – C. albicans TPT1 enzyme inhibition; recombinant caTPT1, FP RNA substrate dephosphorylation; inhibition, % at 5 µM; 300,000 tested, 0.81% active; AID 1962;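 active means inhibition above the mean of all tested compounds plus 3 SD, set per screening campaign, cut at about 24% in these data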;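 further: plate controls were DMSO alone for no effect and ferristatin control at 100 nM for full effect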
AHR activator – human AHR activation; activation, % at 5 µM; 320,000 tested, 2.5% active; AHR-responsive luciferase reporter cells, luminescence; P35869; in the data active means activation above about 47%;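 further: 0% = vehicle wells and 100% = reference agonist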
PP1 counter – PP1-alpha (human) inhibition in PP5 counter-screen; purified PP1alpha, OMFP fluorescence; AID 2235; 320,000 tested, 0.9% active; inhibition, % at 6.7 µM; P62136;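 active means inhibition above the mean inhibition of all tested compounds plus 3 SD, computed separately for each screening campaign, cut at about 15% in these data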
Target sequence (P62136 whole entry, looked up): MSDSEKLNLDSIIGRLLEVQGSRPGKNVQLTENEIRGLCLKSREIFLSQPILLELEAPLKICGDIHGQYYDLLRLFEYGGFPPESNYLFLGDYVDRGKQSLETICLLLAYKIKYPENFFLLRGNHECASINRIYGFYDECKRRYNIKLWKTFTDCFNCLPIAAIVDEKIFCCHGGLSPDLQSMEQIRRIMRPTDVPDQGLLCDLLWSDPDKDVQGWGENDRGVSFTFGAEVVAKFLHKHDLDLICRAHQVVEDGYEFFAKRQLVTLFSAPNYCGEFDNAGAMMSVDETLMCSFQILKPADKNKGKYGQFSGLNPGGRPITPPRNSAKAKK
procasp7 counter – counter-screen for procaspase-3 activators: activators of human procaspase-7; P55210; activation, % at 8.5 µM; recombinant procaspase-7, Ac-DEVD-pNA absorbance 405 nm; D23A/D198A/D206A triple mutant, cannot self-cleave; scale: DMSO 0, 5 µM enzyme 100; 330,000 tested, 0.093% active;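 active means percent activation above the screen-wide mean plus 3 SD, cut at about 25% in these data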
Target sequence (P55210 whole entry D23A/D198A/D206A): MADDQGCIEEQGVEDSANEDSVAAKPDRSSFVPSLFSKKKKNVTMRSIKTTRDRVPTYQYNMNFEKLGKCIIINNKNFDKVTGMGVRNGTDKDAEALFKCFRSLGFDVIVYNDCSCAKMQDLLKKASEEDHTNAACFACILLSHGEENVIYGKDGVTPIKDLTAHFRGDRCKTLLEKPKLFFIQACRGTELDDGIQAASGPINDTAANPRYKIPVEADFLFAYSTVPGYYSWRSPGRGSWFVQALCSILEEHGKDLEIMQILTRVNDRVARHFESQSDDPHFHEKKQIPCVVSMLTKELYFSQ
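System: Uncleavable procaspase-7 mutant enzyme; Amount: 2 µM procaspase-7 mutant as dispensed; Schedule: 1 h compound preincubation, 2 h substrate cleavage, 25 °C; Measured by: 405 nm absorbance of p-nitroaniline; Evaluation: percent activation from buffer-corrected 0–120 min absorbance change; Control set: low DMSO alone, high DMSO plus 5 µM PC-7.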
PAFAH2 inh – PAFAH2 (human) inhibition; Q99487; recombinant PAFAH2, FP-rhodamine activity probe, fluorescence polarization; inhibition, % at 3.39 µM; 340,000 tested, 0.99% active; AID 492956;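 active means inhibition above the mean over all tested compounds plus 3 SD, cut at about 30% in these data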;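 further: inhibitors block probe labeling of enzyme so polarization drops; 0% = enzyme with DMSO and 100% = wells lacking PAFAH2 protein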
PP5 inh – inhibitors of human protein phosphatase 5 (PP5). purified PP5c, OMFP substrate fluorescence. inhibition, % at 6.7 µM. 320,000 tested, 0.18% active;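 active means inhibition above the campaign's mean inhibition across all tested compounds plus 3 SD, cut at about 9.5% in these data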;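 further: 0% = DMSO only and 100% = 100 µM cantharidin control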
proCasp3 act – activates human procaspase-3; P42574; recombinant procaspase-3 D3A, Ac-DEVD-pNA absorbance 405 nm; activation, % at 8.5 µM; 330,000 tested, 0.11% active;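 active means activation above the mean of all tested compounds plus 3 SD, cut at about 21% in these data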;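 further: 0% = DMSO alone and 100% = DMSO wells spiked with extra 5 µM PC-3 D3A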
Target sequence (P42574 whole entry D9A/D28A/D175A): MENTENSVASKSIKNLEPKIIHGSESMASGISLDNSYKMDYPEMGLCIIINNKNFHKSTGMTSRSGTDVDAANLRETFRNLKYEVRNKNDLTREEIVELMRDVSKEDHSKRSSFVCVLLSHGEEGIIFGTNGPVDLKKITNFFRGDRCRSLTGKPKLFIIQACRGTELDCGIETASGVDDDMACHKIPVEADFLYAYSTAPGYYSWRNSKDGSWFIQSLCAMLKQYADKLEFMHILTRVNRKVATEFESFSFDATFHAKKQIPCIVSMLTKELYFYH
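Assay system – Procaspase-3 D3A mutant · Benchmarks – DMSO low control, extra-enzyme high control · Technique – 405 nm absorbance of p-nitroaniline, reads at 0 and 120 min · Doses – 8.5 µM nominal · Measure – % activation between DMSO and enzyme-spiked controls · Also added – Ac-DEVD-pNA chromogenic peptide substrate · Schedule – 1 h compound preincubation, 2 h substrate hydrolysis at 25 °C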
* hit, by the source's call.

Results for Cc1noc(C)c1COC(=O)CCCNC(=O)c1ccc(Cl)cc1 ?
HCV core dimer: -6; Fh CTSL1 inh: -3; TPT1 inh: -1; AHR activator: 3; PP1 counter: -4; procasp7 counter: 11; PAFAH2 inh: -1; PP5 inh: 1.0; proCasp3 act: 3

What do the screens show for `COc1cccc(CC(NC(C)=O)C(=O)NC2CCN(S(=O)(=O)c3ccc(F)cc3)CC2)c1OC` (stereo not given)?
HCV core dimer: 0; Fh CTSL1 inh: -2; TPT1 inh: 0; AHR activator: -2; PP1 counter: -7; procasp7 counter: 3; PAFAH2 inh: 3; PP5 inh: -1.0; proCasp3 act: -3

What do the screens show for `O=C(CNC(=O)c1ccco1)NCC(=O)OCC(=O)c1ccc(Cl)c([N+](=O)[O-])c1`?
HCV core dimer: -3; Fh CTSL1 inh: 2; TPT1 inh: -5; AHR activator: 18; PP1 counter: 1; procasp7 counter: -8; PAFAH2 inh: 1; PP5 inh: 1.5; proCasp3 act: 2

How did CCOC(=O)C1CCN(C(=O)c2ccc(N(C)S(C)(=O)=O)cc2)CC1 do in these assays?
HCV core dimer: 1; Fh CTSL1 inh: -4; TPT1 inh: -1; AHR activator: 1; PP1 counter: -5; procasp7 counter: 11; PAFAH2 inh: 7; PP5 inh: 1.0; proCasp3 act: 3

What do the screens show for `Cc1ccc(NC(=O)c2cc(-c3ccc4c(c3)OCO4)on2)cc1`?
HCV core dimer: 5; Fh CTSL1 inh: -1; TPT1 inh: 1; AHR activator: 0; PP1 counter: 4; procasp7 counter: 6; PAFAH2 inh: -7; PP5 inh: 3.8; proCasp3 act: 3

How did O=C(NCc1ccccc1CN1CCCCC1)c1ccccc1N1CCCC1=O do in these assays?
AHR activator: -1; PP1 counter: 1; procasp7 counter: -7; PAFAH2 inh: 5; PP5 inh: 2.5; proCasp3 act: -2

Results for Cc1ccc2nc(-c3ccc(O)c(O)c3)cn2c1 ?
HCV core dimer: -10; Fh CTSL1 inh: -1; TPT1 inh: -5; AHR activator: 6; PP1 counter: -1; procasp7 counter: -23; PAFAH2 inh: 7; PP5 inh: -1.9; proCasp3 act: -12

How did COc1ccc(-n2c(=S)[nH]c3cc(C(=O)NCc4ccccc4OC)ccc3c2=O)c(OC)c1 do in these assays?
HCV core dimer: -2; Fh CTSL1 inh: -2; TPT1 inh: -1; AHR activator: -14; PP1 counter: 5; procasp7 counter: 10; PAFAH2 inh: 8; PP5 inh: 2.4; proCasp3 act: -1

How did O=c1c2c3c(sc2n(CCN2CCCCC2)c(=O)n1Cc1ccco1)CCCCC3 do in these assays?
HCV core dimer: 6; Fh CTSL1 inh: 1; TPT1 inh: 0; AHR activator: -2; PP1 counter: 6; procasp7 counter: 7; PAFAH2 inh: 2; PP5 inh: 1.4; proCasp3 act: -2

What do the screens show for `CC(NC(=O)Nc1ccccc1Cl)c1ccc2c(c1)OCO2` (stereo not given)?
HCV core dimer: -5; Fh CTSL1 inh: 1; TPT1 inh: 2; AHR activator: 42; PP1 counter: -1; procasp7 counter: 2; PAFAH2 inh: 2; PP5 inh: -0.6; proCasp3 act: -9

Results for CC(OC(=O)c1cc2ccccc2o1)C(=O)Nc1ccc(N2CCOCC2)cc1 (stereo not given) ?
AHR activator: 2; PP1 counter: -2; procasp7 counter: -5; PAFAH2 inh: -3; PP5 inh: 5.1; proCasp3 act: 0

How did O=C(COC(=O)c1cccnc1Cl)Nc1ccccc1OC(F)F do in these assays?
HCV core dimer: -2; Fh CTSL1 inh: -5; TPT1 inh: 4; AHR activator: 1; PP1 counter: -4; procasp7 counter: 10; PAFAH2 inh: 19; PP5 inh: 3.5; proCasp3 act: -1

What do the screens show for `O=C(NCc1ccc2c(c1)OCO2)c1ccc2c(c1)S(=O)(=O)c1ccccc1C2=O`?
HCV core dimer: 6; Fh CTSL1 inh: -1; TPT1 inh: -2; AHR activator: 5; PP1 counter: 10; procasp7 counter: -3; PAFAH2 inh: 8; PP5 inh: 0.9; proCasp3 act: 1

Results for CC(=O)c1cc(C(=O)c2ccccc2)sc1Nc1ccccc1 ?
HCV core dimer: -13; Fh CTSL1 inh: 3; TPT1 inh: 1; AHR activator: 32; PP1 counter: 2; procasp7 counter: 14; PAFAH2 inh: 5; PP5 inh: 3.6; proCasp3 act: 5

Results for O=C1c2cccc3c([N+](=O)[O-])ccc(c23)C(=O)N1c1ccc(Cl)cn1 ?
HCV core dimer: -39; Fh CTSL1 inh: 1; TPT1 inh: 7; AHR activator: -9; PP1 counter: 1; procasp7 counter: -8; PAFAH2 inh: 8; PP5 inh: 2.6; proCasp3 act: -4

How did COC(=O)c1ccccc1NC(=O)CNC(=O)c1ccc(OC)cc1 do in these assays?
HCV core dimer: 3; Fh CTSL1 inh: 3; TPT1 inh: 0; AHR activator: 4; PP1 counter: -1; procasp7 counter: -2; PAFAH2 inh: 4; PP5 inh: -2.6; proCasp3 act: 5

What do the screens show for `Cc1c(Cl)cccc1NC(=S)NCc1ccco1`?
HCV core dimer: 1; Fh CTSL1 inh: -3; TPT1 inh: -3; AHR activator: -1; PP1 counter: 3; procasp7 counter: 9; PAFAH2 inh: 9; PP5 inh: 0.6; proCasp3 act: 0

Results for COc1cccc(C(=O)NCc2nnc(SCC(=O)Nc3nccs3)n2-c2ccccc2)c1 ?
HCV core dimer: -9; Fh CTSL1 inh: -3; TPT1 inh: -3; AHR activator: 4; PP1 counter: -2; procasp7 counter: -6; PAFAH2 inh: 2; PP5 inh: -0.3; proCasp3 act: 6

Results for O=C(O)c1ccc(N2C(=O)Nc3ccccc3N2O)cc1 ?
HCV core dimer: -1; Fh CTSL1 inh: -2; TPT1 inh: 0; AHR activator: 2; PP1 counter: -1; procasp7 counter: -2; PAFAH2 inh: 1; PP5 inh: -1.1; proCasp3 act: 1

What do the screens show for `CCCCC(CC)C(=O)N1CCN(C(=O)c2ccco2)CC1` (stereo not given)?
HCV core dimer: -6; Fh CTSL1 inh: 6; TPT1 inh: -4; AHR activator: -1; PP1 counter: 4; procasp7 counter: -3; PAFAH2 inh: -2; PP5 inh: -0.6; proCasp3 act: -5

Results for Cc1ccc(N(CC(=O)NCc2ccco2)S(=O)(=O)c2ccccc2)cc1 ?
HCV core dimer: 13; Fh CTSL1 inh: -1; TPT1 inh: -2; AHR activator: 3; PP1 counter: 1; procasp7 counter: -12; PAFAH2 inh: 0; PP5 inh: 2.6; proCasp3 act: -2

Results for CC1(c2cccc(Br)c2)NC(=O)N(CC(=O)Nc2cccnc2Cl)C1=O (stereo not given) ?
HCV core dimer: 2; Fh CTSL1 inh: -1; TPT1 inh: -1; AHR activator: -3; PP1 counter: 2; procasp7 counter: -6; PAFAH2 inh: -3; PP5 inh: -0.3; proCasp3 act: -3

What do the screens show for `CC1=CC(C)(C)N(S(=O)(=O)c2ccc(C)cc2)c2ccccc21`?
HCV core dimer: 9; Fh CTSL1 inh: 4; TPT1 inh: 1; AHR activator: -1; PP1 counter: 2; procasp7 counter: 2; PAFAH2 inh: 2; PP5 inh: 3.8; proCasp3 act: 7

What do the screens show for `CN1C(=O)C(C)(C)c2cc(S(=O)(=O)N3CCC(C(=O)NCc4ccccc4Cl)CC3)ccc21`?
HCV core dimer: -2; Fh CTSL1 inh: 7; TPT1 inh: -1; AHR activator: -1; PP1 counter: -5; procasp7 counter: -5; PAFAH2 inh: -9; PP5 inh: 2.4; proCasp3 act: 0

What do the screens show for `CCOc1ncccc1C(=O)OC(C)C(=O)NC(=O)NC1CCCCC1` (stereo not given)?
HCV core dimer: 0; Fh CTSL1 inh: 0; TPT1 inh: 0; AHR activator: -1; PP1 counter: 0; procasp7 counter: -2; PAFAH2 inh: 2; PP5 inh: -1.0; proCasp3 act: 2

Results for COc1cc(NS(=O)(=O)c2ccc(NC(=S)NC(=O)C(C)(C)C)cc2)nc(OC)n1 ?
HCV core dimer: 1; Fh CTSL1 inh: -2; TPT1 inh: -5; AHR activator: 0; PP1 counter: -1; procasp7 counter: 6; PAFAH2 inh: -1; PP5 inh: 1.5; proCasp3 act: 5

What do the screens show for `COc1ccc(O)c(C(=O)c2coc(=N)c(C(=O)Nc3ccc(SC(F)F)cc3)c2)c1`?
HCV core dimer: 10; Fh CTSL1 inh: -4; TPT1 inh: 63*; AHR activator: 5; PP1 counter: -6; procasp7 counter: -11; PAFAH2 inh: 0; PP5 inh: -0.7; proCasp3 act: 5

What do the screens show for `CCc1ccc2oc(-c3ccc(OC)cc3)cc(=Nc3c(C)n(C)n(-c4ccccc4)c3=O)c2c1`?
HCV core dimer: 4; Fh CTSL1 inh: -9; TPT1 inh: -3; AHR activator: 57*; PP1 counter: 0; procasp7 counter: -57; PAFAH2 inh: 5; PP5 inh: -0.5; proCasp3 act: -11

How did CC1CCN(S(=O)(=O)N2CCC(C(=O)NCCN3CCOCC3)CC2)CC1 do in these assays?
HCV core dimer: -2; Fh CTSL1 inh: 0; TPT1 inh: -4; AHR activator: -2; PP1 counter: -3; procasp7 counter: 5; PAFAH2 inh: -1; PP5 inh: -0.2; proCasp3 act: -7

How did Cc1nnc(SCc2c(Cl)cccc2[N+](=O)[O-])s1 do in these assays?
HCV core dimer: -10; Fh CTSL1 inh: -8; TPT1 inh: 0; AHR activator: -2; PP1 counter: -1; procasp7 counter: 3; PAFAH2 inh: -4; PP5 inh: 3.1; proCasp3 act: -5

Results for COc1cc2nc(N(CCCN(C)C)C(=O)c3ccc(S(=O)(=O)N4CCc5ccccc54)cc3)sc2cc1OC ?
HCV core dimer: 4; Fh CTSL1 inh: 0; TPT1 inh: 2; AHR activator: -1; PP1 counter: 6; procasp7 counter: -9; PAFAH2 inh: 2; PP5 inh: -2.4; proCasp3 act: 0

Results for COc1ccc(C2=CN(Cc3ccccc3)C(c3ccccc3)CC2=O)cc1 (stereo not given) ?
AHR activator: 5; procasp7 counter: 0; PAFAH2 inh: 10; proCasp3 act: -3

How did O=C(OCC(=O)N1CCCc2ccccc21)c1cccc(S(=O)(=O)N2CCOCC2)c1 do in these assays?
HCV core dimer: 3; Fh CTSL1 inh: -7; TPT1 inh: 4; AHR activator: 0; PP1 counter: -2; procasp7 counter: -6; PAFAH2 inh: 20; PP5 inh: 4.2; proCasp3 act: -4

What do the screens show for `CC(=O)NC(=S)Nc1ccc(NC(=O)COc2ccc(Cl)cc2)cc1`?
HCV core dimer: -4; Fh CTSL1 inh: 0; TPT1 inh: -2; AHR activator: 4; PP1 counter: 0; procasp7 counter: -8; PAFAH2 inh: -8; PP5 inh: 3.0; proCasp3 act: 7

How did O=C(CSc1ccc(F)cc1)Nc1ccc2c(c1)C(=O)NC2=O do in these assays?
HCV core dimer: -1; Fh CTSL1 inh: 1; TPT1 inh: 0; AHR activator: -5; PP1 counter: 0; procasp7 counter: 4; PAFAH2 inh: 0; PP5 inh: 2.0; proCasp3 act: 2
